Source: PubChem BioAssay (National Center for Advancing Translational Sciences (NCATS))
p53ts 32C kill – p53ts cell cytotoxicity, permissive temperature; AID 924; Potency, µM (series often up to 46.1 µM), for the others: top-dose activity change, negative = cytotoxicity, actives largely listed as cytotoxic; H1299-p53A138V at 32C, ATP luminescence viability, 24 h; actives 0.93% (n = 130,000);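 further: 0% = DMSO and -100% = full killing by reference compound; nearly all actives have a fitted effect of over 55% in size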
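ATP-content luminescence (ATPlite) read-out after 24 h compound exposure at 32C in H1299-p53A138V cells (600/well). Tested up to 46 uM. Normalized to DMSO (0%) and 100 uM tamoxifen (100% killing); Hill-fit AC50.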
p53ts 39C tox – p53ts cell cytotoxicity, nonpermissive temperature | actives 1.5% (n = 130,000) | H1299-p53A138V viability at 39C, ATP luminescence, 24 h | Potency, µM (series often up to 46.1 µM), for inactives: top-dose activity change, negative = cell killing, hits mostly cytotoxic; further: nearly all actives have a fitted effect of over 55% in size
Imprint erasure – induces erasure of genomic imprints in mouse ES cells; mouse ES Peg3-LacZ reporter, beta-gal luminescence, 40 h; Potency, µM (highest dose often 60.7 µM), without a hit: at the top dose activity change, positive = activation, usual class: activators; actives 0.02% (n = 110,000);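 further: 0% = negative control wells on the plate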
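Gelatin-coated wells received 300 freshly trypsinized female ES cells with a Peg3LacZ-Neo reporter on the maternal allele, then incubated 40 hours at 37C. BetaGlo was added for 5 minutes at room temperature before a single luminescence read.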
IkB signaling – inhibitors of IkB signaling in ABC-DLBCL cells | Potency, µM (titrated, usually from 57.1 µM), for the others: at the highest dose IkBa stabilization activation | actives 0.04% (n = 110,000) | AID 445 | ABC-DLBCL IkBa-CBG/CBR dual luciferase ratio, 4 h; response scale: scaled: untreated 0%, proteasome inhibitor 100%; active means well fitted curve in the direction sought with a large enough effect in the signal ratio, not every such curve was filed as active; inconclusive means small, poorly fitted or top-dose-only effect, or a change in a side signal; the % refers to the signal ratio;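 further: the direction sought is a rising ratio; 0% = basal untreated cells and 100% = reference inhibitor full response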
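Curves were fitted separately to fusion (green), unfused (red) and ratio luminescence, then classed by r2, magnitude and activity. Cells: OCI-Ly3, 4 h compound plus doxycycline at 37C; 10 uM MG-132 defined full response.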
* marks the source's active call; other numbers are inactive results; ? = inconclusive; . = no result given; [ ] = remark or other dose. Unless noted, the call rests on the fitted dose curve; in most records, active means well fitted curve in the direction sought with a large enough effect; inconclusive means small, poorly fitted or top-dose-only effect, or another doubt; inactive means no such curve, though single readings can be large; an effect the other way counts as inactive or inconclusive. Unless noted, on the % scale 0 is the no-effect control and ±100 the full control effect; potency means the concentration at half of the fitted maximal effect.

1) O=C1c2oc3ccccc3c(=O)c2C(c2ccc(Br)cc2)N1c1ccccn1 (stereo unspecified)
2) O=C(NCc1cccn1Cc1ccccc1)Nc1ccc(Br)cc1F
3) Cc1ccc(Cl)cc1-n1c(SCC(=O)NCc2ccccc2)nc2n[nH]c(C)c2c1=N
4) O=C(NCC(=O)N(c1cccnc1)C(C(=O)NCc1ccco1)c1ccccc1)c1ccco1 (stereo unspecified)
5) O=C(Nc1ccccc1N1CCCC1)c1cc2ccccc2o1

Assay by compound | 1 | 2 | 3 | 4 | 5
p53ts 32C kill | 3% | -14% | -4% | 7% | ?
p53ts 39C tox | -20% | -23% | ? | 11% | -28%
Imprint erasure | -12%[10.9 µM] | -5%[10.9 µM] | 4%[10.9 µM] | 5% | -31%[inhibitor]
IkB signaling | -2.4% | -2.1% | -1.5% | 0.7% | ?

6) COC(=O)[C@@]1(Cc2ccc(OC)cc2)[C@H]2c3cc(C(=O)N4CCCC4)n(CCO)c3C[C@H]2CN1C(=O)c1ccccc1
7) Cc1cc(C)cc(OCC(=O)Nc2ccc(-c3nc4ccccc4s3)cc2)c1
8) COc1ccccc1CNC(=O)CS(=O)(=O)Cc1nc(-c2ccccc2C)oc1C
9) CCOC(=O)CSc1nnc(Cc2ccccc2)n1CC1CCCO1 (stereo unspecified)
10) Cc1ccc(CNC(=O)[C@H](C)[C@H]2C[C@]2(C)[C@H](NC(=O)OCc2ccccc2)c2ccccc2)c(F)c1F

Assay by compound | 6 | 7 | 8 | 9 | 10
p53ts 32C kill | 5% | -20% | -3% | 6% | 19%
p53ts 39C tox | 8% | 13% | -16% | 11% | ?
Imprint erasure | -11% | -25%[10.9 µM] | 9%[10.9 µM] | 8% | -23%
IkB signaling | . | -4.4% | -0.2% | -0.9% | .

11) COc1cc2c(cc1OC)C(c1ccc(N(C)C)cc1)CC(=O)N2 (stereo unspecified)
12) Cc1cc(-c2ccco2)n(-c2ccccc2)n1
13) Cc1nc(CCNC(=O)Cc2ccccc2)cs1
14) Cc1ccccc1NC(=O)c1cnc2sc(N3CCCC3)nn2c1=O
15) Cn1c(=O)c2c(SCC(=O)N3CCC(Cc4ccccc4)CC3)nc(C3CC3)nc2n(C)c1=O

Assay by compound | 11 | 12 | 13 | 14 | 15
p53ts 32C kill | 5% | 7% | 27% | 1% | 11%
p53ts 39C tox | 8% | 3% | 12% | -13% | 6%
Imprint erasure | 0% | -13% | -4% | -7%[10.9 µM] | 6%
IkB signaling | -0.2% | -0.8% | 0.4% | 0.0% | 1.3%

16) O=C(CN1CCN(CC(=O)c2ccc(F)cc2)CC1)Nc1ccccc1Cl
17) O=C(/C=C/c1ccccc1)N1CCN(Cc2cc(=O)n3nc(-c4ccccc4Cl)sc3n2)CC1
18) CCOc1ccccc1NC(=O)C(Cc1ccccc1)NS(=O)(=O)c1ccc(Br)s1 (stereo unspecified)
19) Fc1c(F)c(F)c(CSc2nc3ccccc3[nH]2)c(F)c1F
20) Cc1ccc(S(=O)(=O)c2nnn3c2nc(NC(C)C)c2cc(Cl)ccc23)cc1C

Assay by compound | 16 | 17 | 18 | 19 | 20
p53ts 32C kill | 5% | 8% | 4% | ? | 17%
p53ts 39C tox | -18% | 2% | 0% | 21% | -33%
Imprint erasure | -15% | -8%[10.9 µM] | -9%[10.9 µM] | 10% | 2%[10.9 µM]
IkB signaling | ? | ? | ? | -1.6% | 0.1%

21) CCn1c(SCC(=O)N2CCN(c3ccccc3)CC2)nnc1-c1ccncc1
22) CC(C)OCCCNC(=O)CCCN1C(=O)CCn2nc(-c3cccn3C)cc21
23) CS(=O)(=O)N1CCc2cc(C(=O)Nc3cccc(F)c3)ccc21
24) Cc1ccc(-n2ncc3c(NCCCN(C)C)ncnc32)cc1Cl
25) CCCCCC1CC(=O)N(Cc2ccccc2)C(=O)N1 (stereo unspecified)

Assay by compound | 21 | 22 | 23 | 24 | 25
p53ts 32C kill | 7% | -14% | -20% | 26% | 4%
p53ts 39C tox | 1% | -17% | -9% | 16µM* | -1%
Imprint erasure | . | -5%[10.9 µM] | -9%[10.9 µM] | -4%[10.9 µM] | -13%
IkB signaling | . | -0.4% | -0.6% | 0.5% | -0.8%

26) Cc1cccc(C)c1NC(=O)Cn1c(=O)n(CCC(=O)NCc2ccccc2Cl)c(=O)c2sccc21
27) C[C@@H](CN1CCC(Cc2ccccc2)CC1)[C@H](O)c1ccc(O)cc1
28) CCCCCOc1ccccc1Cn1c(=O)oc2ccc(C)cc21
29) CCc1nc2nc(C)cc(Nc3ccc(Br)cc3F)n2n1
30) Cc1ccc(C(=O)COC(=O)c2cnccn2)cc1

Assay by compound | 26 | 27 | 28 | 29 | 30
p53ts 32C kill | -15% | -21% | -6% | 15% | 1%
p53ts 39C tox | -30% | 10% | -6% | 37%[activator] | 1%
Imprint erasure | -6%[10.9 µM] | . | -6%[10.9 µM] | -8%[10.9 µM] | 0%
IkB signaling | 3.5% | -1.5% | -0.3% | ? | -2.9%

31) CCOC(=O)c1cnc2ccc(Cl)cc2c1NCCN(C)C
32) CCCCNC(=O)C(c1ccc(OCC(=O)OC)c(C(=O)OC)c1)N(CCc1ccccc1)C(=O)CCCCCN1C(=O)NC(c2ccc(-c3ccccc3)cc2)C(C(=O)OCc2ccccc2)=C1C (stereo unspecified)
33) Cc1ccccc1OCCn1c(CCNC(=O)C(C)(C)C)nc2ccccc21
34) O=C(Nc1ccc(Cl)cc1)C(c1ccccc1)N(CCO)CCO (stereo unspecified)
35) COC(=O)c1ccc(Cl)c(NC(=O)CN2CCN(Cc3ccccc3)CC2)c1

Assay by compound | 31 | 32 | 33 | 34 | 35
p53ts 32C kill | -8% | 15% | 5% | -2% | 7%
p53ts 39C tox | 11% | 4% | -9% | -8% | 6%
Imprint erasure | . | -16% | 13%[10.9 µM] | 12% | -21%
IkB signaling | . | . | ? | -0.7% | 0.6%

36) Cc1ccc(NC(=O)CSc2nnc3[nH]c(=O)cc(-c4ccccc4)n23)cc1Cl
37) Cc1cc(NC(=O)C2(c3ccccc3)CCCC2)no1
38) COc1ccc(C(=O)C2C3C4COC(O4)C(=O)C3C3C=Cc4ccccc4N32)c(OC)c1 (stereo unspecified)
39) O=S(=O)(NCc1nc2cccnc2n1Cc1ccccc1)c1ccc2c(c1)CCCC2
40) CCC(C)C(NC(=O)OC(C)(C)C)C(=O)NC(C(=O)N1CCCC1C(N)=O)C(C)CC (stereo unspecified)

Assay by compound | 36 | 37 | 38 | 39 | 40
p53ts 32C kill | ? | 3% | -22% | 22% | -8%
p53ts 39C tox | 1.6µM* | 5% | -27% | -2% | -11%
Imprint erasure | -13%[10.9 µM] | -11% | -9% | 13%[10.9 µM] | .
IkB signaling | ? | -0.4% | . | ? | -0.5%

Given with two lines to a compound: nine of the compounds above
Below each SMILES: p53ts 32C kill, p53ts 39C tox, Imprint erasure, IkB signaling
32: CCCCNC(=O)C(c1ccc(OCC(=O)OC)c(C(=O)OC)c1)N(CCc1ccccc1)C(=O)CCCCCN1C(=O)NC(c2ccc(-c3ccccc3)cc2)C(C(=O)OCc2ccccc2)=C1C (stereo unspecified)
  15%, 4%, -16%, .
33: Cc1ccccc1OCCn1c(CCNC(=O)C(C)(C)C)nc2ccccc21
  5%, -9%, 13%[10.9 µM], ?
34: O=C(Nc1ccc(Cl)cc1)C(c1ccccc1)N(CCO)CCO (stereo unspecified)
  -2%, -8%, 12%, -0.7%
35: COC(=O)c1ccc(Cl)c(NC(=O)CN2CCN(Cc3ccccc3)CC2)c1
  7%, 6%, -21%, 0.6%
36: Cc1ccc(NC(=O)CSc2nnc3[nH]c(=O)cc(-c4ccccc4)n23)cc1Cl
  ?, 1.6µM*, -13%[10.9 µM], ?
37: Cc1cc(NC(=O)C2(c3ccccc3)CCCC2)no1
  3%, 5%, -11%, -0.4%
38: COc1ccc(C(=O)C2C3C4COC(O4)C(=O)C3C3C=Cc4ccccc4N32)c(OC)c1 (stereo unspecified)
  -22%, -27%, -9%, .
39: O=S(=O)(NCc1nc2cccnc2n1Cc1ccccc1)c1ccc2c(c1)CCCC2
  22%, -2%, 13%[10.9 µM], ?
40: CCC(C)C(NC(=O)OC(C)(C)C)C(=O)NC(C(=O)N1CCCC1C(N)=O)C(C)CC (stereo unspecified)
  -8%, -11%, ., -0.5%

Going on with the list.
41) CCOC(=O)c1cnc(SCC(=O)Nc2cc(C(F)(F)F)ccc2N2CCOCC2)nc1N
42) CCN(C(=O)c1nn(-c2ccc(OC)c(Cl)c2)c(=O)c2c1c1ccccc1n2C)c1cc(OC)ccc1OC
43) CCCCOC(=O)C1=C(C)Nc2ncnn2C1c1ccc(OCC)c(OC)c1 (stereo unspecified)
44) N#CC1=C(N)Oc2n[nH]c(CSc3ccccc3)c2C12C(=O)Nc1ccccc12 (stereo unspecified)
45) COc1ccccc1CNC(=O)CCN1C(=O)COc2ccccc21

Assay by compound | 41 | 42 | 43 | 44 | 45
p53ts 32C kill | 9% | 10% | 10% | 5% | -3%
p53ts 39C tox | 6% | 5% | -5% | 13% | 16%
Imprint erasure | 1% | -11%[10.9 µM] | -15% | -8% | 1%
IkB signaling | 2.0% | -1.2% | -1.8% | 2.2% | 1.1%

46) CN1CCN(C(=O)c2ccc3c(=O)n(Cc4ccc(Cl)cc4)c(=S)[nH]c3c2)CC1
47) Cc1cccn2c(=O)c3cc(C(=O)N(Cc4ccccc4)C(C)C)sc3nc12
48) CCN(CC)c1ccc(NC(=O)Cn2c(C)c3cnn(-c4ccccc4)c(=O)c3c2C)c(C)c1
49) O=C(NCCOC(=O)c1ccc(S(=O)(=O)N2CCOCC2)cc1)c1cccnc1
50) CCOc1ccc(NC(=O)C2CCCN(S(=O)(=O)c3ccc4[nH]c(=O)ccc4c3)C2)cc1 (stereo unspecified)

Assay by compound | 46 | 47 | 48 | 49 | 50
p53ts 32C kill | -2% | ? | -13% | -10% | -4%
p53ts 39C tox | -14% | 18% | -6% | 1% | -20%
Imprint erasure | -7% | -3%[10.9 µM] | 8%[10.9 µM] | . | -14%[10.9 µM]
IkB signaling | ? | ? | 1.2% | ? | -2.2%

51) COc1cc(OC)c2c(C)c(CC(=O)NCc3ccccc3OC)c(=O)oc2c1
52) Cc1cc(F)ccc1NC(=O)C1CCN(C(=O)c2cnn(-c3ccccc3)c2-n2cccc2)CC1
53) CCOC(=O)Cc1csc(NC(=O)CCS(=O)(=O)Cc2ccccc2)n1
54) Cc1ccc(NC(=O)CN2C(=O)CC(C)Sc3ccccc32)c(C)c1 (stereo unspecified)
55) CCc1ccc(S(=O)(=O)c2nnn3c2nc(Nc2ccc(C)c(Cl)c2)c2sccc23)cc1

Assay by compound | 51 | 52 | 53 | 54 | 55
p53ts 32C kill | -14% | -3% | 7% | 8% | 8%
p53ts 39C tox | ? | -2% | 4% | -8% | 8%
Imprint erasure | 24%[10.9 µM] | -8%[10.9 µM] | -21% | -18%[10.9 µM] | -4%[10.9 µM]
IkB signaling | -0.5% | -0.3% | -13% | -0.1% | -1.2%

56) N=c1c(S(=O)(=O)c2ccccc2)cc2c(=O)n3ccccc3nc2n1Cc1ccco1
57) CC(C)c1nnc(SCC(=O)NCc2ccco2)n1C
58) CC(=O)c1ccc(Nc2nc3ccccc3nc2-n2nc(C)cc2C)cc1
59) CC(=O)NC12CC3CC(C1)CC(C(=O)OCC(=O)c1ccc4c(c1)OCCO4)(C3)C2
60) CCCCN(C(=O)CNC(=O)c1cccs1)C(C(=O)NC1CCCCC1)c1cccnc1 (stereo unspecified)

Assay by compound | 56 | 57 | 58 | 59 | 60
p53ts 32C kill | -10% | 4% | 7% | -15% | 5%
p53ts 39C tox | -17% | 3% | 0% | -16% | 6%
Imprint erasure | . | -11% | -3%[10.9 µM] | -11% | .
IkB signaling | ? | ? | ? | ? | .

61) O=C(C(c1ccccc1)c1ccccc1)N1CCN(Cc2ccccn2)CC1
62) COc1ccccc1N1CCN(c2cc(=O)n(Cc3ccc(F)cc3)c(=O)[nH]2)CC1
63) CN(C)Cc1ccccc1-c1ccc2ncnc(N(C)C)c2c1
64) CCCN(Cc1cc2cccc(C)c2[nH]c1=O)C(=O)c1cccc(OC)c1
65) CS(=O)(=O)N1CCN(C(=O)NC23CC4CC(CC(C4)C2)C3)CC1

Assay by compound | 61 | 62 | 63 | 64 | 65
p53ts 32C kill | 13% | 0% | -3% | -1% | 2%
p53ts 39C tox | 0% | 3% | -4% | -1% | 19%
Imprint erasure | . | -19% | -18% | -16% | -8%
IkB signaling | . | -0.4% | 0.6%[11.4 µM] | 1.7% | -4.2%
